Source: PubChem
NCOA1 inh – inhibits human SRC1 coactivator | inhibition, % at 3.6 µM | Q15788 | HEK293 GAL4-SRC1 luciferase reporter, luminescence | AID 588354 | actives 0.12% (n = 360,000);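 active means inhibition above the campaign mean plus 3 SD, with each screening campaign given its own cutoff, cut at about 60% in these data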;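 further: 0% = DMSO treated cells and 100% = gossypol at 36 µM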
NCOA3 inh – inhibitors of human steroid receptor coactivator 3 (SRC3). Q9Y6Q9. HEK293 GAL4-SRC3 luciferase reporter, luminescence. inhibition, % at 3.6 µM. actives 0.17% (n = 360,000). AID 588352;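 active means inhibition above a per-campaign cutoff, the mean of all compounds plus 3 SD, cut at about 60% in these data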;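 further: 0% = DMSO-treated cells and 100% = gossypol-treated cells at 36 µM; higher means less SRC3-driven luciferase light from the GAL4 reporter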
Vif inh – HIV Vif inhibition | HEK293T cells, Vif self-association by quenched fluorescence, imaging, 24 h | inhibition, % at 7.49 µM | actives 0.35% (n = 340,000) | AID 602346; in the data active means inhibition above about 50%, passing the limit was not always enough; further: some results filed as inactive read as strong as hits
TRAIL sens C8 – sensitizes caspase-8 expressing cells to TRAIL; NB7+C8 cells + TRAIL, ATPlite viability luminescence; inhibition (viability loss, TRAIL sensitization), % at 10 µM; actives 1% (n = 360,000); AID 624354;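 active means compounds causing at least 50% loss of cell viability in the single-dose screen, relative to plate controls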
COUP-TFII inh – inhibitors of human COUP-TFII (NR2F2) | P24468 | HEK293T NGFI-A luciferase reporter, luminescence | inhibition, % at 8.6 µM | actives 0.7% (n = 370,000) | AID 686940;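 active means inhibition above a per-plate cutoff, mean inhibition of test wells between control levels plus 3 SD, cut at about 38% in these data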;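 further: cells cotransfected with COUP-TFII expression vector driving the NGFI-A reporter; 0% = median of COUP-TF2 test wells and 100% = reporter-only cells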
Target sequence (P24468 whole entry, looked up): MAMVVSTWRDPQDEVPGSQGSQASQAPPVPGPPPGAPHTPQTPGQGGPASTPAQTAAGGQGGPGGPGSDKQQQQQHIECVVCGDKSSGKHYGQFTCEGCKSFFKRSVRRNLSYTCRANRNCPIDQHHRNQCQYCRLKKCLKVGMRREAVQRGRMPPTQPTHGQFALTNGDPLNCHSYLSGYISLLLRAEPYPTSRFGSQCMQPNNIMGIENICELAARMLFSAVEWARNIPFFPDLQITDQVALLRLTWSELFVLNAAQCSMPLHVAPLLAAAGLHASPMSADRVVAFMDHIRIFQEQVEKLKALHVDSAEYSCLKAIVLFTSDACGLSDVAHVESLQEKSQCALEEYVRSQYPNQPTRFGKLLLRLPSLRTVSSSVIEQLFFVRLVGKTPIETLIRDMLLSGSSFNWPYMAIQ
NOD2 RIPK2 PPI – blocks binding of human NOD2 to RIPK2 | AID 624267 | O43353 | actives 0.38% (n = 360,000) | CHO BLA complementation NOD2-RIPK2, CCF4 ratio | inhibition, % at 4.98 µM; in the data active means inhibition above about 21%;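 further: 0% = vehicle only and 100% = reference blocker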
Target sequence (O43353 whole entry, looked up): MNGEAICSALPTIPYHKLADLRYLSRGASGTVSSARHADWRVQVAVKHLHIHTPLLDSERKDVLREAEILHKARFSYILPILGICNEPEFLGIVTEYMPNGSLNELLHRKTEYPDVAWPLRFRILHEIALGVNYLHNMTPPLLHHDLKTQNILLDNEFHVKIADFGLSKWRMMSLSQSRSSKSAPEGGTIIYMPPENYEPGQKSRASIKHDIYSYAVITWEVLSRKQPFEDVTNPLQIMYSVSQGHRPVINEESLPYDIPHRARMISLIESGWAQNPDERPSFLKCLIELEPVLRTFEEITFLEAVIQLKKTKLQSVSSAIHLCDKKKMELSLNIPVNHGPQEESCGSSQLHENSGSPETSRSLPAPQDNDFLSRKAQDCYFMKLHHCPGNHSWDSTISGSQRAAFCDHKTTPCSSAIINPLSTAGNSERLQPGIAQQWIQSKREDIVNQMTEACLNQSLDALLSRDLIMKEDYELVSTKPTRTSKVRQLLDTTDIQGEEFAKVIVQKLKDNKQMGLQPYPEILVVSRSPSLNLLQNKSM
NCOA2 inhibitor – inhibits human steroid receptor coactivator 2 | Q15596 | HEK293 GAL4-SRC2 luciferase reporter, luminescence | inhibition, % at 9 µM | actives 0.17% (n = 370,000);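 active means inhibition above the mean inhibition of all tested compounds plus 3 SD, set per campaign, cut at about 52% in these data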;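 further: 0% = DMSO treated cells and 100% = cells given Gossypol at 36 µM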
TLR9-MyD88 inh – TLR9-MyD88 interaction inhibition. inhibition, % at 4.98 µM. actives 0.21% (n = 340,000). Q9NR96+Q99836. CHO BLA complementation TLR9-MyD88, CCF4 FRET ratio. AID 504734;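 active means inhibition above the mean over all tested compounds plus 3 SD, cut at about 21% in these data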;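 further: 0% = DMSO only wells and 100% = clavulanate BLA inhibitor control wells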
TROY signal inh – blocks TROY-dependent signaling in reporter cells; Q293 LMP1-TROYcd NF-kB luciferase reporter, 4 h; inhibition, % at 10 µM; actives 0.98% (n = 360,000); AID 1347056;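 active means compounds whose plate-normalised and pattern-corrected inhibition of the luciferase reporter signal at the single screening dose is 50% or more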
LRH-1 inv ag – suppresses constitutive activity of human LRH-1 | inhibition, % at 3.6 µM | actives 0.13% (n = 360,000) | HEK293T StAR-luciferase reporter, LRH-1 transfected, 24 h | O00482;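 active means inhibition above the mean inhibition of all tested compounds plus 3 SD, cut at about 73% in these data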;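 further: 0% = DMSO wells and 100% = reporter-only cells lacking LRH-1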
EBV LMP1 NFkB – Epstein-Barr LMP1 NF-kappaB reporter inhibition | LMP1-induced NF-kappaB luciferase reporter cells, luminescence | inhibition, % at 12.5 µM | actives 0.69% (n = 350,000); in the data active means inhibition above about 41%;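 further: 0% = neutral control wells and 100% = reference inhibitor control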
* marks the source's active call; other numbers are inactive results; x = no result given.

SMILES	NCOA1 inh	NCOA3 inh	Vif inh	TRAIL sens C8	COUP-TFII inh	NOD2 RIPK2 PPI	NCOA2 inhibitor	TLR9-MyD88 inh	TROY signal inh	LRH-1 inv ag	EBV LMP1 NFkB
CC(C)(C)NC(=O)NC(=O)CSc1ccc(S(=O)(=O)N2CCCCC2)cn1	6	1	-2	-7	-10	-6	29	0	-3	-1	-1
Cc1ccc(C(=O)NC2CCN(C(=O)N3CCOCC3)CC2)cc1	-37	8	-1	8	3	-9	-10	-6	0	1	-5
O=S(=O)(/N=C(/Nc1ccccn1)c1ccc(Cl)cc1)c1ccc(Cl)cc1	-64	-40	8	4	-31	-4	-42	-1	-65	-117	2
O=C(CSc1cccc(C(F)(F)F)c1)Nc1ccc(N2CCOCC2)cc1	4	1	-3	4	1	1	-2	-4	4	35	-4
O=C(CN1CCC(N2CCCCC2)CC1)N1CCCc2ccccc21	-9	7	3	-9	8	1	1	-6	-10	8	-3
C/C(=N/NC(=O)CNC(=O)/C=C/c1ccco1)c1ccc(Cl)cc1	-11	12	-3	-2	-2	-4	-9	-2	12	-12	-7
O=c1c(-c2ccc(F)cc2)coc2c3c(ccc12)OCCO3	-33	-32	3	1	-18	-4	-40	-3	-59	-63	-28
Cc1ccc(Cl)cc1-n1c(=O)cc(N2CC(C)OC(C)C2)[nH]c1=O (centres undefined)	2	-15	x	3	-2	-17	-38	5	-1	5	-2
CC(C)n1cc(CN2CCC(C(=O)Nc3cccc(-c4cscn4)c3)CC2)cn1	2	3	-1	-7	15	2	13	6	10	4	13
CC1CC(C)CN(S(=O)(=O)c2ccc(C(=O)Nc3sccc3C(N)=O)cc2)C1 (centres undefined)	-6	0	-17	39	11	1	-5	-4	31	4	3
CC(C)C(NC(=O)c1ccc(C(C)(C)C)cc1)C(=O)Nc1ccc(N2CCOCC2)cc1 (centres undefined)	-4	-4	-9	7	-23	2	-4	-14	5	7	7
CN(c1ccc(C(=O)NCc2ccncc2)cc1)S(=O)(=O)c1ccc(Cl)cc1	-4	11	-23	5	13	5	28	-1	16	28	0
COc1ccc2cc3cc(C(=O)NCCc4ccc(OC)c(OC)c4)oc3nc2c1	37	29	-41	36	54*	2	-2	-1	15	3	32
CCOC(=O)c1ccc(N2C(=O)C3CCOc4ccccc4C32)cc1 (centres undefined)	5	22	-12	-8	2	-28	-8	-6	5	2	-1
O=C(NNC(=O)c1ccc(F)cc1)C(=O)N1CCCCC1	-3	-9	-3	7	-13	-8	4	-2	3	8	-5
CCn1cc(CN2CCC(n3nccc3NC(=O)c3ccccc3OC)CC2)cn1	-20	8	8	-1	3	-2	-8	-3	-1	15	6
CCc1cc(=O)oc2c(C)c(OCC(=O)NCCCn3ccnc3)ccc12	-51	5	5	19	-9	-5	10	-3	-5	26	-13
CCC1(C)NC(=O)N(CC(=O)N2CCN(c3cccc(Cl)c3)CC2)C1=O (centres undefined)	5	-6	-2	-3	4	-4	0	-5	-1	-11	-39
CCOc1ccc(CNC(=O)CCc2cn(C)c3ccccc23)cc1	14	-6	-9	-11	-12	-5	6	-4	-10	-9	-5
O=C(c1cc2ccccc2o1)N1CCCC1	-10	-3	-2	1	4	4	-17	-3	-25	-11	8

Some of these compounds in order of their number in LRH-1 inv ag, falling:
SMILES,NCOA1 inh,NCOA3 inh,Vif inh,COUP-TFII inh,NOD2 RIPK2 PPI,NCOA2 inhibitor,TLR9-MyD88 inh,LRH-1 inv ag,EBV LMP1 NFkB
O=C(NNC(=O)c1ccc(F)cc1)C(=O)N1CCCCC1,-3,-9,-3,-13,-8,4,-2,8,-5
COc1ccc2cc3cc(C(=O)NCCc4ccc(OC)c(OC)c4)oc3nc2c1,37,29,-41,54*,2,-2,-1,3,32
CCC1(C)NC(=O)N(CC(=O)N2CCN(c3cccc(Cl)c3)CC2)C1=O (centres undefined),5,-6,-2,4,-4,0,-5,-11,-39

Other structures:
SMILES	NCOA1 inh	NCOA3 inh	Vif inh	TRAIL sens C8	COUP-TFII inh	NOD2 RIPK2 PPI	NCOA2 inhibitor	TLR9-MyD88 inh	TROY signal inh	LRH-1 inv ag	EBV LMP1 NFkB
CCOc1ccccc1CNC(=O)Cn1ccc2cc(S(=O)(=O)N3CCCC3)ccc21	-1	-6	-2	15	4	1	-23	-15	13	2	-1
CC(=O)N1C[C@@H](CO)[C@@H](N(C)C(=O)c2ccco2)C[C@H]1c1ccccc1	0	10	-1	26	-5	-9	-3	x	17	-11	x
Cc1cccc(NC2=C(NC(=O)c3ccccc3)C(=O)c3ccccc3C2=O)c1	2	-1	0	-7	25	3	-32	-9	-12	-6	-16
O=C(c1cccc(Cl)c1)N1CCN(Cc2ccncc2)CC1	-3	5	-3	3	3	-1	-8	0	22	15	-3
CCSc1nnc(NC(=O)c2ccccc2)s1	-73	-76	-8	6	-19	-9	-57	7	-50	-130	2
CCOC(=O)[C@H]1[C@H]2COc3ccc(OC)cc3[C@@H]2N2C(=O)c3ccc(Cl)cc3NC(=O)[C@@]12C	-6	6	-3	1	3	-2	13	-5	10	-9	-1
O=c1[nH]c2ccc(S(=O)(=O)N3CCCCC3)cc2o1	-10	24	-5	-24	-6	0	-18	15	3	11	-2
Cn1cc([N+](=O)[O-])cc1-c1nc2ccccc2n1C	12	-3	-1	-9	4	5	-5	2	-26	33	1
COC(=O)c1ccc(NC(=O)CSC2=NC(=O)C(c3ccccc3)C(=O)N2)cc1 (centres undefined)	10	13	-10	14	5	2	9	1	11	9	-12
Cc1sc(NC(=O)C(C)C)c(C(=O)Nc2ccccc2)c1C	-11	8	-1	4	2	-23	-12	2	-30	50	-6
O=C(CSc1ccc(C(F)(F)F)cc1[N+](=O)[O-])Nc1ccc2ccccc2c1	7	-7	-1	-14	-3	3	-8	0	-9	-13	-4
CC12CCC(C(=O)NC3CCCCC3)([C@H](Br)C1=O)C2(C)C (some centres undefined)	-5	8	-12	11	9	-4	8	-10	2	-6	5
COCCN(C(=O)CSc1nnc(-c2cccs2)n1N)c1c(N)n(Cc2ccccc2)c(=O)[nH]c1=O	-3	-5	9	-3	3	-13	17	-2	14	-19	9
Cc1cccc(-n2c(SCc3cc(=O)n4ccsc4n3)nc3ccccc3c2=O)c1	13	0	-19	-6	-12	-2	-7	10	-2	9	8
CCOC(=O)c1cccc(NC(=O)CCc2nnc3ccc(N4CCCCC4)nn23)c1	-5	1	0	-1	-9	-7	19	1	10	11	-8
CC(C)COc1cccc(-c2cc(C(=O)N/N=C/c3ccncc3)c3ccccc3n2)c1	-22	-2	-8	41	-2	5	7	-7	-8	-6	-23
O=C(CN1CCN(S(=O)(=O)c2ccc(Br)cc2)CC1)Nc1ccc(F)cc1F	-38	2	9	2	8	-11	-13	5	20	-15	-5
CCN(Cc1ccccc1)C(=O)CCS(=O)(=O)c1ccc2c(c1)n(C)c(=O)c(=O)n2C	2	-15	x	-2	3	-3	4	-6	14	-10	-3
C=CCOc1cccc(C(=O)N2CCC(CCC(=O)NC3CC3)CC2)c1	-7	9	17	-12	-15	-28	-10	5	3	-29	0
CC(=O)[C@H]1[C@@H]2C(=O)N(c3cccc(Cl)c3)C(=O)[C@@H]2[C@H]2c3ccccc3C=CN21	-12	6	1	-7	5	-8	3	-6	5	13	-8
CCOC(=O)C1(Cc2cccc(Cl)c2)CCCN(C(=O)c2cc(C)on2)C1 (centres undefined)	-53	-23	-10	-14	-28	2	-49	-10	-50	-19	-16
NC(=O)C1CCN(C(=O)NC2CC(=O)N(c3ccc4c(c3)OCCO4)C2)CC1 (centres undefined)	5	12	-4	-3	-10	7	-5	-6	-13	2	-3
CCOc1ccc(-c2csc(NC(=O)CSC3=NC(=O)CN3C(C)=O)n2)c2ccccc12	13	13	6	0	-2	-7	0	-4	-15	11	-19
O=C(CN1CCN(Cc2ccc(F)cc2)CC1)Nc1ccccc1F	-4	9	0	9	-8	13	-35	-5	5	-2	2
Cc1ccc(N(CC(=O)NCc2ccccc2)C(=O)CCC(=O)Nc2ccccn2)cc1	-11	-6	7	1	6	2	-9	4	5	-5	-9
Cc1cc[n+](CC(=O)Nc2ccccc2)cc1	0	11	16	6	13	-4	-16	6	0	19	3
Cc1ccc(C)n1-c1nccc(-c2cccs2)n1	-10	-19	-1	-13	3	10	-1	11	-20	8	7
Cc1cccc(N(Cc2ccccc2)C(=O)c2ccc(S(C)(=O)=O)cc2)c1	-19	13	1	9	14	1	-13	0	-6	2	-6
CC1C(=O)N(Cc2cn(Cc3ccco3)nn2)CCS(=O)(=O)N1Cc1ccc(-c2ccccc2C(F)(F)F)cc1 (centres undefined)	16	-4	x	-17	9	3	-17	x	33	20	x
c1ccc(CN2CCC(CNc3ncnc4ccccc34)C2)cc1 (centres undefined)	17	13	-7	31	41*	-8	32	1	25	21	21
C=CCN(CC=C)CCOc1ccccc1F	4	16	-1	1	-9	-3	-11	9	10	2	-11
O=C(O)c1cccc(Nc2ncnc3ccccc23)c1	-4	3	x	3	4	-13	-26	4	-3	2	3
N#CCn1c(C2CCCCC2)nc2ccccc2c1=O	-17	-10	36	17	-14	3	-19	-7	5	-4	3

Entries shown so far that contain fluorine, in the order listed:
SMILES	NCOA1 inh	NCOA3 inh	Vif inh	TRAIL sens C8	COUP-TFII inh	NOD2 RIPK2 PPI	NCOA2 inhibitor	TLR9-MyD88 inh	TROY signal inh	LRH-1 inv ag	EBV LMP1 NFkB
O=C(CSc1cccc(C(F)(F)F)c1)Nc1ccc(N2CCOCC2)cc1	4	1	-3	4	1	1	-2	-4	4	35	-4
O=c1c(-c2ccc(F)cc2)coc2c3c(ccc12)OCCO3	-33	-32	3	1	-18	-4	-40	-3	-59	-63	-28
O=C(NNC(=O)c1ccc(F)cc1)C(=O)N1CCCCC1	-3	-9	-3	7	-13	-8	4	-2	3	8	-5
O=C(CSc1ccc(C(F)(F)F)cc1[N+](=O)[O-])Nc1ccc2ccccc2c1	7	-7	-1	-14	-3	3	-8	0	-9	-13	-4
O=C(CN1CCN(S(=O)(=O)c2ccc(Br)cc2)CC1)Nc1ccc(F)cc1F	-38	2	9	2	8	-11	-13	5	20	-15	-5
O=C(CN1CCN(Cc2ccc(F)cc2)CC1)Nc1ccccc1F	-4	9	0	9	-8	13	-35	-5	5	-2	2
CC1C(=O)N(Cc2cn(Cc3ccco3)nn2)CCS(=O)(=O)N1Cc1ccc(-c2ccccc2C(F)(F)F)cc1 (centres undefined)	16	-4	x	-17	9	3	-17	x	33	20	x
C=CCN(CC=C)CCOc1ccccc1F	4	16	-1	1	-9	-3	-11	9	10	2	-11

This is a subset. The share of hits here may be higher or lower than overall.
